BaF3 parental: parental Ba/F3 cell viability inhibition, counter-screen for JAK2V617F inhibitor project, murine pro-B, CellTiter-Glo luminescence; CellTiter-Glo ATP luminescence; inhibition, % at 5.6 µM; 220,000 tested, 1.1% active; AID 1486, 2009;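 active = inhibition above a per-campaign cutoff, the mean inhibition of all tested compounds plus 3 SD, cut at about 27% in these data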;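 note: 0% = DMSO wells and 100% = JAK Inhibitor I control wells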
CHOP inh: inhibitors of CHOP promoter induction, primary screen, cell-based, unfolded protein response, luciferase reporter; CHO-K1 CHOP-promoter luciferase, tunicamycin-induced, 15-18 h; inhibition, % at 10 µM; 220,000 tested, 3.8% active;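 active = compounds that reduced the stress-induced luciferase reporter signal by more than about 70% of percent inhibition, limit read from the data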;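 note: 0% = tunicamycin plus vehicle and 100% = wells without tunicamycin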
NCF1 inh: p47phox/p22phox peptide binding inhibitors, primary screen, biochemical, uHTS, NADPH oxidase regulatory subunit. Neutrophil cytosol factor 1 (Homo sapiens), P14598. fluorescence polarization, 2 h. inhibition, % at 24.7 µM. 220,000 tested, 0.53% active;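 active = inhibition above about 30%, limit read from the data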;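 note: 0% = p47phox with labelled peptide and 100% = labelled peptide alone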
Target sequence (P14598 whole entry, looked up): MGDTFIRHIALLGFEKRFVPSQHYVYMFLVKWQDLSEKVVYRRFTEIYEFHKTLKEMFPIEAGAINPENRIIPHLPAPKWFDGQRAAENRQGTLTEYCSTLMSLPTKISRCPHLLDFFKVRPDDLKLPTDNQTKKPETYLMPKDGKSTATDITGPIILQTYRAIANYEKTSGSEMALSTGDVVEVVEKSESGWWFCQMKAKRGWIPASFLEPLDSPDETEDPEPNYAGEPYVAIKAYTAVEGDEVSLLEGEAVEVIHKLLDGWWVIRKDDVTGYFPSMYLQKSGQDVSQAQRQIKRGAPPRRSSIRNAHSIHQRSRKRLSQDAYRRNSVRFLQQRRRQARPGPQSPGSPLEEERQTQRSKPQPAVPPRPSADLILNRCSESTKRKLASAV
NPY-Y2 PAM-ag: NPY-Y2 potentiators or agonists, primary screen, cell-based; cells expressing NPY-Y2, potentiator/agonist read-out; activation, % at 3.6 µM; 220,000 tested, 0.45% active; AID 1359, 2008; in the data active = activation above about 27%;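 note: cells stimulated with NPY near EC25 plus isoproterenol at EC100; 0% = vehicle plus submaximal agonist and 100% = vehicle plus saturating agonist; some results beyond the cut were filed as inactive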
Target sequence (P49146 whole entry, looked up): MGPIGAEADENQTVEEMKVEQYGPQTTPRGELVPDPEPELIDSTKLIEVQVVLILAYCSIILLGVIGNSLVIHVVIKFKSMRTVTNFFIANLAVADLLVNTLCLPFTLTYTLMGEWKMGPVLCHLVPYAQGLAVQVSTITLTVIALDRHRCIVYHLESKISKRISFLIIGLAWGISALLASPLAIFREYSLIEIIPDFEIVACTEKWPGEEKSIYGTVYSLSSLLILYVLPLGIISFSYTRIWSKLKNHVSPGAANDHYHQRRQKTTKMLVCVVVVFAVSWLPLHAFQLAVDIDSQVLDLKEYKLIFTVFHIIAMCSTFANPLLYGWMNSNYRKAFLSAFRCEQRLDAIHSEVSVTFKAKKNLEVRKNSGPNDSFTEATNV
NPY Y1 blocker: NPY-Y1 receptor antagonists, primary screen, cell-based | Neuropeptide Y receptor type 1 (Homo sapiens), P25929 | HEK293-CNG Y1 cells, membrane potential fluorescence; NPY at EC95, then isoproterenol | inhibition, % at 3.6 µM | 200,000 tested, 1% active | AID 1040, 2008;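 active = inhibition above the campaign mean inhibition of all tested compounds plus 3 SD, cut at about 20% in these data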;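 note: 0% = DMSO wells given NPY plus isoproterenol and 100% = isoproterenol alone without NPY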
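material = HEK293 cells with Y1 receptor plus CNG channel | also added = NPY 25 nM then isoproterenol 1 µM plus Ro 20-1724 25 µM | schedule = dye 3 h, compound 60 min room temperature, stimulation 45 min | measured by = membrane potential fluorescence | benchmarks = high control isoproterenol alone, low control NPY with isoproterenol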
Ba/F3 V617F tox: reduced viability of JAK2V617F-dependent Ba/F3 cells, primary screen, JAK2V617F inhibitor project, cell-based, Ba/F3 EpoR-JAK2V617F, luminescence | ATP luminescence | inhibition, % at 5.6 µM | 220,000 tested, 1.1% active | AID 1446, 2008;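 active = inhibition above the campaign mean plus 3 SD over all tested compounds, cut at about 24% in these data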;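 note: cytokine-independent growth of Ba/F3 cells driven by EpoR plus mutant JAK2; 0% = DMSO-treated cells and 100% = JAK inhibitor I control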
S1P4 agonist: S1P4 receptor agonists, primary screen, cell-based; Sphingosine 1-phosphate receptor 4 (Homo sapiens), O95977; S1P4-expressing cell line, agonist reporter assay; activation, % at 4.98 µM; 220,000 tested, 0.35% active; in the data active = activation above about 11%;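 note: 0% = DMSO vehicle and 100% = reference agonist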
S1P4 antag: S1P4 receptor antagonists, primary screen, cell-based. Sphingosine 1-phosphate receptor 4 (Homo sapiens), O95977. 220,000 tested, 0.26% active. AID 1510, 2009. S1P4-expressing cells, antagonist mode, reporter read-out. inhibition, % at 4.98 µM; in the data active = inhibition above about 29%;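 note: 0% = wells stimulated with agonist and 100% = vehicle wells without agonist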
NPY1 pot ag: NPY-Y1 receptor potentiators or agonists, primary screen, cell-based. Neuropeptide Y receptor type 1 (Homo sapiens), P25929. NPY-Y1 expressing cells, potentiator/agonist activation. activation, % at 3.6 µM. 220,000 tested, 0.37% active; in the data active = activation above about 33%, passing the limit was not always enough;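 note: cells stimulated with NPY at EC10 then isoproterenol at EC100; 0% = low agonist plus stimulus and 100% = saturating agonist plus stimulus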
An asterisk follows results filed as active; · = no result given.

SMILES	BaF3 parental	CHOP inh	NCF1 inh	NPY-Y2 PAM-ag	NPY Y1 blocker	Ba/F3 V617F tox	S1P4 agonist	S1P4 antag	NPY1 pot ag
CCCC1CCC(c2nc(-c3cccnc3)no2)CC1 (centres undefined)	1	89*	-11	-7	3	-1	-2.7	-5	-24
CC(C)OCCCn1c(-c2ccc(Br)cc2)c[nH]c1=S	2	16	-4	24	6	-1	2.7	-18	7
CCOC(=O)c1cc2c(N)c(C(=O)c3ccc(Br)cc3)sc2[nH]c1=O	0	13	-8	-1	-11	-3	1.2	-15	4
COc1cc2c(cc1OC)C(C1C(=O)CC(C)(C)CC1=O)N(C(=O)CCl)CC2 (centres undefined)	5	9	-3	-3	3	2	1.9	-17	-3
COc1nccnc1NS(=O)(=O)c1ccc(NS(=O)(=O)c2ccc(NC(C)=O)cc2)cc1	6	2	-7	-3	-1	1	1.2	-2	81*
O=C(CSc1nnc2ccccn12)NCCc1ccc(F)cc1	6	-1	-5	-2	1	-1	2.3	-15	5
CN(C)S(=O)(=O)N1C(=O)c2ccccc2C1=O	4	6	0	8	·	1	0.6	-1	-16
COC(=O)c1ccc(CSc2nnc(Nc3ccccc3OC)s2)o1	41*	0	4	-20	13	0	1.9	-16	-23
Cc1ccc(C(=O)NC2(C(F)(F)F)NC(=O)N(c3ccc(Cl)cc3)C2=O)cc1 (centres undefined)	2	31	4	-6	3	1	1.7	-40	9
O=S(=O)(Nc1nc2ccccc2[nH]1)c1ccc2ccccc2c1	5	11	-13	-18	17	0	0.4	-8	-37
COc1nccnc1NS(=O)(=O)c1ccc(NC(=S)NC(=O)c2ccc(F)c(F)c2)cc1	6	11	-4	-8	1	-2	0.3	-26	16
Cn1cc(Cl)c(C(=O)OCC(=O)Nc2ccccc2)n1	2	14	1	-10	0	-3	-4.6	-8	-3
COc1cccc(CN(CC(=O)NC2CCCC2)C(=O)CCC(=O)Nc2cc(C)on2)c1	3	23	-9	16	8	-5	0.3	1	3
O=S(=O)(NC(=NCc1ccccc1)c1ccc(F)cc1)c1ccc(Cl)cc1	7	21	2	-17	4	3	1.1	6	-28
Cc1ccc(S(=O)(=O)N2CCC(C(=O)NCCc3ccccc3)CC2)cc1	7	26	-13	-29	-5	6	3.9	-11	-19
O=C(COc1ccc(F)cc1)NCC1CCCO1 (centres undefined)	2	32	-17	-3	11	-3	3.0	-21	-7
Cc1ccc(S(=O)(=O)c2cc3c(=O)n4ccccc4nc3n(C)c2=N)cc1	2	21	-2	8	-2	-3	0.2	-11	6
CCN(CC1COc2ccccc2O1)C(=S)NCCCN(C)C (centres undefined)	8	10	-7	3	1	-2	0.0	6	-8
Cc1ccc(C2=N/C(=C\N(C)C)C(=O)O2)cc1	3	-25	5	13	8	-3	-1.9	5	-13
C=CCn1c2ccccc2c2nnc(SCC(=O)OCN3C(=O)c4ccccc4C3=O)nc21	6	-14	-5	-5	10	2	0.2	-18	11
CN(C)c1ccc(/C=C2/C=C(c3ccc4c(c3)CCCC4)OC2=O)cc1	-6	11	45*	-8	·	0	-1.2	-12	2
O=C(CSc1nnnn1-c1cccc(Cl)c1)Nc1ccc2c(c1)CCC2	4	57	-16	6	0	-2	1.0	-12	-8
Cc1cccc(NC(=O)CSc2nnc(CCCCCNC(=O)OC(C)(C)C)o2)c1C	8	22	-3	24	3	-3	1.8	5	21
Cc1ccccc1OC(C)C(=O)NCc1cccnc1 (centres undefined)	0	-13	0	4	-1	-3	1.8	-20	6
C=CCNC(=O)CC(=O)N/N=C/c1ccccc1F	0	24	1	-13	-4	-5	3.0	-29	3
O=C(NCc1ccccc1)C1(c2ccccc2)CCN(S(=O)(=O)c2ccccc2)CC1	6	25	-3	8	-4	1	-0.2	15	22
COc1ccc(OCC(O)CNC(=O)Nc2ccc(F)cc2)cc1 (centres undefined)	0	7	-12	-5	·	1	-0.1	-5	11
CCN(CC)S(=O)(=O)c1cccc(NC(=O)Nc2cccc(C(F)(F)F)c2)c1	3	100*	-120	3	-4	-2	0.6	10	15
CC(C)N(Cc1ccccc1)C(=S)NCc1ccccc1	0	14	6	11	6	-3	0.6	-11	16
Clc1ccc(OCCOCCN2CCCCC2)c(Br)c1	9	-21	9	-4	13	2	1.2	-13	-4
COc1ccc(S(=O)(=O)N(CC(=O)NCC2CCCO2)c2ccccc2)cc1OC (centres undefined)	4	-23	1	-5	6	3	-1.1	-5	-9
CCc1nc(SC)[nH]c(=O)c1C	1	-8	0	13	3	2	0.1	-6	1
COCCCn1nnnc1SCC(=O)Nc1nc(C)c(C)s1	-1	-5	-3	-2	-6	-1	-3.3	-17	1
Clc1cccc(-c2nc(NCCCN3CCOCC3)c3ccccc3n2)c1	6	-8	-40	11	1	2	-1.8	9	10
O=C1NC2(CCCCCC2)C(=O)N1CCS(=O)(=O)Oc1ccccc1	2	9	-12	2	-2	-2	2.6	-2	-1
COc1ccc(C(CNC(=O)c2ccc(S(=O)(=O)N(C)C)cc2)N2CCCCC2)cc1 (centres undefined)	-5	26	-4	-7	8	-4	-0.3	0	6
O=c1cc2c(nn1Cc1ccc(Cl)cc1)-c1ccccc1CC2	1	88*	-7	-30	12	-1	0.6	5	-67
O=C(/C=C/c1ccccc1)N1CCN(S(=O)(=O)c2ccc(F)cc2)CC1	3	21	6	6	-2	4	0.6	-2	-2
CC(C)(CO)CNC(=O)CCc1nnc(Cc2ccc(-c3ccccc3)cc2)o1	5	21	1	8	2	2	-0.9	-5	2
COc1cccc2c1OC1(C)CC2NC(=O)N1 (centres undefined)	4	5	-3	-5	-4	0	2.0	-18	-2
CCn1c(SCC(=O)N2CCCC(C)C2)nnc1-c1ccc(S(=O)(=O)N2CCN(C)CC2)cc1 (centres undefined)	5	16	-5	-4	5	3	1.8	-17	-8
C=CCSc1nnc(-c2ccc([N+](=O)[O-])cc2)o1	3	8	-8	-3	2	4	2.6	-1	-11
CC(C)[C@@H]1CC[C@@H](C)C[C@H]1OC(=O)C[n+]1cc(-c2ccc(Cl)cc2)n2c1CCCCC2	85*	10	0	-9	·	98*	0.8	-4	-41
CC(C)(C)NC(=O)C(c1ccncc1)N(C(=O)c1csnn1)C1CC1 (centres undefined)	3	7	-3	-3	5	2	1.7	-20	10
COc1ccc2oc(C)c(NC(C)=O)c2c1	1	-3	-24	-2	7	-3	-0.1	-11	-1
CCn1c(=O)cc(OCC(=O)N2CCN(c3cccc(C(F)(F)F)c3)CC2)c2ccccc21	3	50	-12	-1	-9	-2	-3.0	-6	-56
N#Cc1nc(-c2cccs2)oc1NCc1ccccc1	1	25	-14	6	-3	-1	0.3	3	-6
O=C(COC(=O)CC1CCCC1)Nc1cc2c(cc1Cl)C(=O)c1ccccc1C2=O	7	-16	-7	-7	-4	3	1.5	-10	-12
CC(c1ccccc1)C1CC(=O)N(c2ccc(C(=O)O)cc2)C1=O (centres undefined)	5	-4	-1	1	4	-2	1.4	-20	-8
COc1ccc(OC)c(NC(=O)CS(=O)(=O)c2ccccc2)c1	7	7	-6	-3	10	0	1.4	10	2
O=C(CN1C(=O)CCS(=O)(=O)c2ccccc21)NCc1ccc(F)cc1	4	-7	-1	-4	4	-1	1.7	-3	-20
CC(=O)N1N=C(c2ccccc2)CC1c1cn(C)c2ccccc12 (centres undefined)	6	-6	-6	-1	0	0	-0.5	-20	10
CCOC(=O)c1ccc(S(=O)(=O)N2CCN(C(=O)CSc3nc4ccccc4o3)CC2)cc1	4	35	-9	9	11	-3	0.4	-12	7
CN(C)S(=O)(=O)c1cccc(N2C(=O)CC3(CCCCC3)CC2=O)c1	10	3	·	-10	6	6	-1.2	3	2
CSc1cccc(NC(=O)CN(c2ccc(C)cc2C)S(C)(=O)=O)c1	4	34	-24	14	-1	-4	-0.2	7	12
CCOC(=O)c1c(C)n(-c2ccccc2)c2ccc(O)cc12	1	39	-6	7	-2	-2	1.8	-3	5
Cc1ccccc1OCC1Cn2c(nc3c2c(=O)[nH]c(=O)n3C)O1 (centres undefined)	3	5	10	0	0	-1	-2.1	-4	-15
O=C(CCC(=O)N1CCc2ccccc21)N1CCc2ccccc21	-2	·	·	-6	-2	-2	1.3	2	-23
Cc1noc(/C=C/N(C)C)c1S(=O)(=O)N1CCC(C(=O)O)CC1	2	36	-17	-11	4	7	-2.9	-1	-11
Cc1ccc(N2CCN(C(=O)c3ccccc3NC(=O)C3CC=CCC3C(=O)O)CC2)cc1 (centres undefined)	4	18	-8	1	0	-4	-0.1	2	2

Looked up by compound from the list above, 2 records:
SMILES	BaF3 parental	CHOP inh	NCF1 inh	NPY-Y2 PAM-ag	NPY Y1 blocker	Ba/F3 V617F tox	S1P4 agonist	S1P4 antag	NPY1 pot ag
CC(c1ccccc1)C1CC(=O)N(c2ccc(C(=O)O)cc2)C1=O (centres undefined)	5	-4	-1	1	4	-2	1.4	-20	-8
Cc1noc(/C=C/N(C)C)c1S(=O)(=O)N1CCC(C(=O)O)CC1	2	36	-17	-11	4	7	-2.9	-1	-11

Later entries
SMILES	BaF3 parental	CHOP inh	NCF1 inh	NPY-Y2 PAM-ag	NPY Y1 blocker	Ba/F3 V617F tox	S1P4 agonist	S1P4 antag	NPY1 pot ag
CC(=O)c1cccc(NC(=O)c2csc(-n3nc(C)cc3C(F)(F)F)n2)c1	-1	53	3	6	2	-4	1.3	-12	6
O=C1CCN(Cc2nnnn2CC2CCCO2)c2ccccc2N1 (centres undefined)	3	5	1	12	6	2	2.5	-12	1
CS(=O)(=O)N(CC(=O)Nc1ccccc1C(=O)N1CCOCC1)c1ccc(Cl)cc1	3	-14	2	-12	·	-4	1.3	-11	5
Cc1ccccc1OCC(=O)N/N=C/c1ccncc1	0	-1	-5	4	5	-3	2.6	-3	27
CCn1nc(CC(=O)Nc2nnc(CC(=O)N3CCCC3)s2)c2ccccc2c1=O	2	-3	-5	-20	20*	0	0.5	7	-18
C/C(=N\NC(=O)c1ccc2c(c1)OCO2)c1ccc(O)cc1	0	-14	0	-12	·	-1	-0.2	8	-10
O=C1CCCC2=C1C(O)(C(F)(F)F)C(=O)N2Cc1ccccc1 (centres undefined)	1	-3	2	15	1	-4	-0.7	-11	7
Cc1ccc(CNC(=O)C2CCC(CNc3c(N4CCC(C)CC4)c(=O)c3=O)CC2)cc1 (centres undefined)	2	4	-6	-14	·	1	0.2	13	-31
Cc1c[nH]c(=O)c([N+](=O)[O-])c1	2	11	-13	-9	·	-4	0.3	-6	12
O=C(c1cc2c(=O)n3ccccc3nc2s1)N1CCN(Cc2ccc3c(c2)OCO3)CC1	7	11	5	-5	11	0	0.9	1	3
O=C(Cc1cccs1)Nc1nc2c(ccc3ccccc32)s1	8	81*	-21	-10	-1	4	-1.8	5	-4
Cc1ccc(CCNC(=O)CNC(=S)N(Cc2ccccc2)Cc2cccnc2)cc1	6	3	-4	5	-5	0	0.1	-20	10
CCn1c(SCC(=O)N/N=C/c2ccc(C)o2)nnc1-c1ccccc1	4	-7	-1	-7	10	1	0.5	-19	23
COc1ccc(CN(CC(=O)NCc2ccco2)C(=O)CCC(=O)Nc2nccs2)cc1	3	12	-3	2	-2	-1	0.2	-3	2
